Screening results deposited in PubChem BioAssay by National Center for Advancing Translational Sciences (NCATS).
TrxR1 substrate = is turned over as a substrate by rat TrxR1; purified TrxR1 substrate turnover, NADPH consumption readout; Potency, µM (series often up to 114 µM), without a hit: at the highest dose activity change, negative = substrate turnover; 390,000 compounds, 0.01% hits; further: potency means the concentration at half of the fitted maximal effect; on the % scale 0 is the no-effect control and ±100 the full control effect; nearly all actives have a fitted effect of over 50% in size
Target sequence (O89049 whole entry, looked up): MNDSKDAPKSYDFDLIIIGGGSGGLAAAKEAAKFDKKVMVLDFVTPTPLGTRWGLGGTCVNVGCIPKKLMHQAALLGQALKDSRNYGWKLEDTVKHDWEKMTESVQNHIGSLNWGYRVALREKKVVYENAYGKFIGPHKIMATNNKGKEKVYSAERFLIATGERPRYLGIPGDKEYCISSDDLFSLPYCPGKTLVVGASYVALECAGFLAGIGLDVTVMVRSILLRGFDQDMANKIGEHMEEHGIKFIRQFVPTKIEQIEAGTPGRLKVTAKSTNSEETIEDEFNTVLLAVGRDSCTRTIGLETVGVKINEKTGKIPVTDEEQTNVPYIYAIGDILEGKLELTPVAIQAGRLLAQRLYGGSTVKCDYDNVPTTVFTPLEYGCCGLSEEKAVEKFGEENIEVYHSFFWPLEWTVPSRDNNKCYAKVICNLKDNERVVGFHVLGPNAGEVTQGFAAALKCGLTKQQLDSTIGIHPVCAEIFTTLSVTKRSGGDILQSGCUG
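Rat TrxR1, dispensed at 90 nM, was prereduced with 400 uM NADPH (final) for 5 min at ~22 deg C, then incubated with compound 15 min before 400 uM selenite. A first-read NADPH fluorescence drop versus no-compound background flagged substrates.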
TrxR1 inh = inhibitors of rat thioredoxin reductase 1 | O89049 | recombinant rTrxR1, NADPH fluorescence consumption, selenite substrate | Potency, µM (highest dose often 114 µM), inactives show at the highest dose activity change, negative = inhibition, usual class: inhibitors | 390,000 compounds, 1% hits | AID 588453; further: potency means the concentration at half of the fitted maximal effect; on the % scale 0 is the no-effect control and ±100 the full control effect; nearly all actives have a fitted effect of over 65% in size
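Rat TrxR1 (90 nM in the dispensed reagent) was pre-reduced with 400 uM NADPH for 5 min at room temperature, then incubated with compound for 15 min. After 400 uM selenite was added, NADPH fluorescence (Ex 340/Em 450 nm) was followed for 8 min.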
RGS4 inhibitor = inhibitors of human regulator of G protein signaling 4. P49798. Transcreener GDP fluorescence polarization, RGS4-accelerated GTP hydrolysis. Potency, µM (titrated, usually from 114 µM), for inactives: at the top dose activity change, negative = inhibition, most hits filed as inhibitors. 390,000 compounds, 0.039% hits; further: potency means the concentration at half of the fitted maximal effect; on the % scale 0 is the no-effect control and ±100 the full control effect; nearly all actives have a fitted effect of over 75% in size; some results filed as inactive show a strong effect at the top dose
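MLSMR compounds (23 nl, pin-transferred) preincubated 10 min at room temperature with a 500nM (2x) first reagent, then RGS4 at 900nM (2x) plus Transcreener GDP mix added; fluorescence polarization (620/688 nm) read before and after 90 min at 30 °C.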
LDHA inh = blocks human lactate dehydrogenase A; P00338; purified LDHA, NADH/diaphorase-resazurin fluorescence; stronger effect = lower value; activity change, % (values are at about 110 or 230 µM); 480,000 compounds, 0.15% hits; AID 1347041; in the data active means activity change below about -30%; inconclusive means mostly about -25% to -30%;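 further: plate controls were DMSO wells for no effect and wells without enzyme for full effect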
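Resorufin fluorescence (ex540/em590), read at 0 and 20 min after diaphorase/resazurin addition, reports the NADH left after a 5 min room-temperature reaction of 2 nM human LDH5 with 0.06 mM NADH and 0.2 mM pyruvate.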
Vif-APOBEC3F blk = blocks the Vif interaction with APOBEC3F. AID 602313. Potency, µM (top dose mostly 46.1 µM), for the others: top-dose activity, negative = active. 390,000 compounds, 0.2% hits. HeLa A3F-eYFP + Vif (tagged APOBEC3F with the HIV-1 protein that degrades it), YFP fluorescence increase; further: potency means the concentration at half of the fitted maximal effect; % of control where 0% means no effect; nearly all actives have a fitted effect of over 65% in size
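HeLa cells stably expressing A3F-eYFP plus Vif, plated and incubated overnight at 37 deg C, then exposed to compounds overnight at 37 deg C. Blocked degradation read as raised yellow fluorescence (Ex 488/Em 500-530).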
USP1-UAF1 inh = USP1/UAF1 (human) deubiquitinase inhibition | O94782 | recombinant USP1/UAF1, Ub-Rhodamine cleavage fluorescence | Potency, µM (highest dose often 57.1 µM), without a hit: at the highest dose activity change, negative = inhibition, hits mostly inhibitors | 390,000 compounds, 0.23% hits; further: potency means the concentration at half of the fitted maximal effect; on the % scale 0 is the no-effect control and ±100 the full control effect; nearly all actives have a fitted effect of over 60% in size; inactives centre near -12
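USP1/UAF1 complex (1 nM) preincubated 15 min at room temperature with compound, then Ub-Rho substrate (150 nM final) added. Kinetic fluorescence at 480/540 nm over 6 reads at 60 s intervals; 50 mM HEPES pH 7.8, 0.5 mM EDTA, 0.1 mg/ml BSA, 1 mM TCEP, 0.01% Tween-20.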
mIDH1 inhibitor = human IDH1 R132H inhibition; O75874; IDH1-R132H enzyme, NADPH consumption, diaphorase/resazurin fluorescence; Potency, µM (titrated, usually from 76.6 µM), for inactives: at the top dose activity change, negative = inhibition, actives largely listed as inhibitors; 390,000 compounds, 0.093% hits; further: potency means the concentration at half of the fitted maximal effect; on the % scale 0 is the no-effect control and ±100 the full control effect; nearly all actives have a fitted effect of over 65% in size
Target sequence (O75874 whole entry R132H, stated change not applied): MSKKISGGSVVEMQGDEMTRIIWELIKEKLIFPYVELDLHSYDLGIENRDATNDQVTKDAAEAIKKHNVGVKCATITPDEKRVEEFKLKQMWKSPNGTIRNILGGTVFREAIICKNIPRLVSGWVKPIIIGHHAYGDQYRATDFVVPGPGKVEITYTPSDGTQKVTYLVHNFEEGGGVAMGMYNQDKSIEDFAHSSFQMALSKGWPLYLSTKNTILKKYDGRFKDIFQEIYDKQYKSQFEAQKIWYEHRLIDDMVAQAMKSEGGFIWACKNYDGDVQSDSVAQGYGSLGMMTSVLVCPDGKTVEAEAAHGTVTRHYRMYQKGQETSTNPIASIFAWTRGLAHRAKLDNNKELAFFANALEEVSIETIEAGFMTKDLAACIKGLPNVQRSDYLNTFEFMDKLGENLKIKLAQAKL
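IDH1-R132H (0.5 ug/mL) preincubated 30 min with compound, then NADPH (0.016 mM) and alpha-KG (2 mM) added; 80 min at RT, pH 7.5. Remaining NADPH coupled via diaphorase/resazurin to fluorescence (540/590 nm); concentration-response curves normalized to no-enzyme control.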
Vif-A3G inh = inhibitors of Vif-APOBEC3G interaction; Q9HC16; HeLa A3G-eYFP + Vif (tagged APOBEC3G with the HIV-1 protein that degrades it), YFP fluorescence, overnight; Potency, µM (doses to about 46.1 µM), without a hit: at the top dose activity, negative = active, actives largely listed as inhibitors; 410,000 compounds, 0.076% hits; AID 602310;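 further: potency means the concentration at half of the fitted maximal effect; on the % scale 0 is the no-effect control and ±100 the full control effect; nearly all actives have a fitted effect of over 60% in size; hits raise eYFP signal because A3G escapes Vif-driven loss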
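Read-out is eYFP fluorescence (Ex 488/Em 500-530) from Vif-expressing HeLa A3G-eYFP cells; more signal means A3G escaped Vif-mediated degradation. Cells plated overnight, compound pinned in, incubated overnight at 37 deg C.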
GRP78 ERSR act = inducers of ER stress response in human glioma cells; U87-MG GRP78 promoter luciferase reporter, 16 h; AID 602332; 420,000 compounds, 0.02% hits; Potency, µM, without a hit: at the top dose activation, hits mostly activators; further: potency means the concentration at half of the fitted maximal effect; series mostly up to about 76 µM; % of control where 0% means no effect; nearly all actives have a fitted effect of over 35% in size
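ERSR induction read as luciferase luminescence (Bright-Glo, 10 min at room temperature) in stably transfected human U87-MG glioma cells exposed to compounds for 16 h, using GRP78 as sensor.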
An asterisk follows results filed as active; ? = inconclusive; / = not tested or not shown; & = joins results of further samples; [ ] = remark or other dose. Unless noted, the call rests on the fitted dose curve; in most records, active means well fitted curve in the direction sought with a large enough effect; inconclusive means small, poorly fitted or top-dose-only effect, or another doubt; inactive means no such curve, though single readings can be large; an effect the other way counts as inactive or inconclusive. The list is partial, so the mix of outcomes need not match the whole.

Keys: A = TrxR1 substrate; B = TrxR1 inh; C = RGS4 inhibitor; D = LDHA inh; E = Vif-APOBEC3F blk; F = USP1-UAF1 inh; G = mIDH1 inhibitor; H = Vif-A3G inh; I = GRP78 ERSR act
COc1ccc2oc(=O)c(C(=O)NCc3ccco3)cc2c1
  A: 27% | B: 23% | C: 11% | D: -12 | E: ? | F: -1% | G: 0% | H: -1% | I: 0%

CC(=O)c1cccc(N2C(=NC(=O)C3CCCCC3)SC3CS(=O)(=O)CC32)c1 (stereo not drawn)
  A: 3% | B: 13% | C: -12% | D: -1 | E: 0% | F: -6% | G: 1% | H: -2% | I: -5%

CC(C)[C@H](NC(=O)OCc1ccccc1)C(=O)N[C@@H](Cc1c[nH]c2ccccc12)C(=O)O
  A: 2%[57.1 µM] | B: 13%[57.1 µM] | C: -2% | D: -4 | E: 0% | F: -33% | G: -7% | H: 3% | I: -3%

CC(=O)N(c1nc(CCl)cs1)c1ccc(C)cc1C
  A: -7% | B: -2% | C: 20% | D: -2 | E: 2% | F: -14% | G: -4% | H: 0% | I: -3%

N#Cc1nc(-c2ccc(OCc3ccccc3)cc2)oc1N1CCC(C(N)=O)CC1
  A: 85%&33%[activator] | B: 79%&13%[activator] | C: 11%&-14% | D: -5&0 | E: -7% | F: -1% | G: 2% | H: -7%&1% | I: -5%&-3%

COc1ccc2cc(CCNC(=O)c3ccco3)c(=O)[nH]c2c1
  A: 2% | B: -17% | C: -10% | D: 1 | E: 10% | F: -20% | G: 11% | H: 1% | I: -7%

CCN(CC)c1ccc(/C=N/NC(=O)CNC(=O)c2cccs2)cc1
  A: 40% | B: -14% | C: -8% | D: 4 | E: 11% | F: -8% | G: 4% | H: -26% | I: 4%

CC(Sc1nc2ccccc2s1)C(=O)NCc1ccc2c(c1)OCO2 (stereo not drawn)
  A: -6% | B: -1% | C: -3% | D: -9 | E: -10% | F: -11% | G: -2% | H: 1% | I: 3%

CCc1ccc(NC(=O)C2(c3ccccc3)CC2(Cl)Cl)cc1 (stereo not drawn)
  A: -13% | B: -11% | C: 27% | D: -4 | E: -4% | F: -12% | G: 2% | H: -1% | I: 0%

Cc1cccc(-c2nnc(SCC#N)n2Cc2ccccc2)c1
  A: 0% | B: 5% | C: 26% | D: 2 | E: 1% | F: -6% | G: -1% | H: -5% | I: -4%

CCN1C(=O)[C@H]2[C@@H](c3ccc(C)cc3)N3C(=O)N(c4cccc(Cl)c4)C(=O)[C@@]3(Cc3ccc(Cl)cc3)[C@H]2C1=O
  A: 3%[57.1 µM] | B: 1%[57.1 µM] | C: -4% | D: -11 | E: 7% | F: -8% | G: 0% | H: -5% | I: -5%

Cc1cccc(N2CCN(S(C)(=O)=O)CC2)c1C
  A: -5% | B: 9% | C: -7% | D: -6 | E: -9% | F: -1% | G: -1% | H: 0% | I: -3%

CCc1ccc(NC(=O)C2CCN(c3nc(-c4ccc(OC)cc4)no3)CC2)cc1
  A: 5%[57.1 µM] | B: 19%[57.1 µM] | C: 9% | D: -8 | E: -4% | F: -9% | G: -3% | H: 8% | I: -2%

CCOC(=O)C1=C(C)NC(C)=C(C(=O)OCC)C1C(=O)OCC(=O)N1CCc2ccccc21
  A: 3% | B: 9% | C: -22% | D: 0 | E: 2% | F: -17% | G: 2% | H: 0% | I: -2%

CCCN(CCC)CCNC(=O)C1CC(=O)N(c2ccc(OC)cc2)C1c1ccc(OC)cc1 (stereo not drawn)
  A: -7% | B: -10% | C: -15% | D: 2 | E: 0% | F: -2% | G: 17% | H: 1% | I: 6%

CC(CCC(=O)O)C1CCC2C3CCC4C[C@H](O)CCC4(C)C3CC(=O)C12C (stereo partly drawn)
  A: -7%[57.1 µM] | B: 15%[57.1 µM] | C: -9% | D: 3 | E: 16% | F: -15% | G: 2% | H: 1% | I: -1%

COc1cccc(-c2cc(C(=O)N3CCc4ccccc4C3)[nH]n2)c1
  A: 0% | B: 3% | C: 13% | D: 2 | E: 3% | F: -22% | G: 8% | H: 1% | I: 3%

COc1ccc(NS(=O)(=O)c2cccc(NC(=O)CCC(=O)c3cccs3)c2)cc1
  A: -8% | B: -11% | C: -9% | D: -3 | E: 8% | F: -17% | G: 6% | H: -1% | I: -2%

O=C(O)CCCN1C(=O)c2ccc(C(=O)c3cccc([N+](=O)[O-])c3)cc2C1=O
  A: -6% | B: 0% | C: 28% | D: -8 | E: -25% | F: -12% | G: 5% | H: 0% | I: -4%

COC(=O)c1oc2ccc(Cl)cc2c1N
  A: 181%[activator] | B: 19% | C: -9% | D: -5 | E: / | F: -22% | G: -4% | H: 2% | I: 4%

CCOc1ccc(C(=O)c2cn(CC(=O)Nc3ccc(F)c(F)c3)c3cc4c(cc3c2=O)OCCO4)cc1
  A: -5% | B: -9% | C: ? | D: 6 | E: -15% | F: -25% | G: 12% | H: -2% | I: -4%

CCOc1ccc([C@@H]2CC=C(C(=O)O)[C@H](c3ccc(F)cc3)N2S(=O)(=O)c2ccc(C)cc2)cc1
  A: 3%[57.1 µM] | B: 0%[57.1 µM] | C: 7% | D: -3 | E: 7% | F: -15% | G: -4% | H: -3% | I: -4%

O=C(c1cccc([N+](=O)[O-])c1)c1ccc2c(c1)C(=O)NC2=O
  A: 2%[57.1 µM] | B: 6%[57.1 µM] | C: -8% | D: -6 | E: 1% | F: 1% | G: -11% | H: -1% | I: -4%

CC(C)(CCO)NC(=S)NC1CC2C=CC1C2 (stereo not drawn)
  A: 2%[57.1 µM] | B: 17%[57.1 µM] | C: -6% | D: -5 | E: -6% | F: -4% | G: 15% | H: 0% | I: -3%

COC(=O)C(Cc1ccccc1)NC(=O)COc1ccc(C(C)(C)C)cc1 (stereo not drawn)
  A: -16% | B: -5% | C: -18% | D: -2 | E: 0% | F: -12% | G: 14% | H: -7% | I: -6%

CC(=O)Nc1ccc(S(=O)(=O)Oc2ccc(/C=N/NC(=O)c3ccc(Cl)cc3)cc2)cc1
  A: 9%[57.1 µM] | B: 37%[57.1 µM] | C: 5% | D: -13 | E: 10% | F: -4% | G: 0% | H: 1% | I: -7%

COc1cc(/C=C/C(=O)N2CCN(c3ccccn3)CC2)cc(OC)c1OC
  A: 0% | B: 1% | C: -6% | D: -5 | E: -11% | F: 1% | G: 2% | H: -1% | I: -4%

C[C@H](CO)N1C[C@H](C)[C@@H](CN(C)C(=O)Nc2ccc(C(C)(C)C)cc2)OCc2cnnn2CCCC1=O
  A: / | B: / | C: / | D: -3 | E: 2% | F: -22% | G: 2% | H: -4% | I: -2%

CN(CC(=O)Nc1c(Cl)cccc1Cl)C(=O)CCCN1C(=O)c2ccccc2C1=O
  A: 3% | B: 16%[57.1 µM] | C: -35% | D: 2 | E: -2% | F: -8% | G: 9% | H: 0% | I: -3%

O=C(NCc1ccc(OC(F)(F)F)cc1)c1cccc2c1C(=O)c1ccc(N3CCCC3)cc1S2(=O)=O
  A: 1%[57.1 µM] | B: 0%[57.1 µM] | C: 11% | D: 1 | E: -6% | F: 17% | G: -9% | H: -10% | I: 7%

An excerpt of these results, comma-delimited:
SMILES,TrxR1 substrate,TrxR1 inh,RGS4 inhibitor,LDHA inh,Vif-APOBEC3F blk,USP1-UAF1 inh,mIDH1 inhibitor,Vif-A3G inh,GRP78 ERSR act
CC(C)(CCO)NC(=S)NC1CC2C=CC1C2 (stereo not drawn),2%[57.1 µM],17%[57.1 µM],-6%,-5,-6%,-4%,15%,0%,-3%
O=C(NCc1ccc(OC(F)(F)F)cc1)c1cccc2c1C(=O)c1ccc(N3CCCC3)cc1S2(=O)=O,1%[57.1 µM],0%[57.1 µM],11%,1,-6%,17%,-9%,-10%,7%
O=C(O)CCCN1C(=O)c2ccc(C(=O)c3cccc([N+](=O)[O-])c3)cc2C1=O,-6%,0%,28%,-8,-25%,-12%,5%,0%,-4%
CN(CC(=O)Nc1c(Cl)cccc1Cl)C(=O)CCCN1C(=O)c2ccccc2C1=O,3%,16%[57.1 µM],-35%,2,-2%,-8%,9%,0%,-3%

Further results:
Keys: A = TrxR1 substrate; B = TrxR1 inh; C = RGS4 inhibitor; D = LDHA inh; E = Vif-APOBEC3F blk; F = USP1-UAF1 inh; G = mIDH1 inhibitor; H = Vif-A3G inh; I = GRP78 ERSR act
CCOc1ccc(NC(=O)c2ccc3[nH]c(C)c(C)c3c2)cc1
  A: -1%[57.1 µM] | B: 9%[57.1 µM] | C: 0% | D: 1 | E: -5% | F: 1% | G: 8% | H: -11% | I: -1%

Nc1cc(=O)[nH]n1C1CCN(c2ccccc2)CC1
  A: 8% | B: -5% | C: 7% | D: -6 | E: / | F: 0% | G: -7% | H: 0% | I: -5%

CCCCN(C)C(=S)Nc1ccsc1C(=O)OC
  A: 2% | B: 6% | C: -1% | D: -1 | E: -7% | F: -15% | G: 4% | H: -6% | I: 1%

CN(Cc1nc2ccccc2n1C)C(=O)c1ccco1
  A: 3% | B: 2% | C: 13% | D: -4 | E: -2% | F: -22% | G: -8% | H: 5% | I: -6%
